Tb PYK inh: blocks Trypanosoma brucei pyruvate kinase; Q57TT1; TbPYK enzyme, Kinase-Glo Plus ATP luminescence, 45 min; Potency, µM (top dose mostly 76.8 µM), inactives show top-dose activity, negative = inhibition, most hits filed as inhibitors; 410,000 compounds, 0.12% hits; active = well fitted inhibition curve with a large enough effect; note: nearly all actives have a fitted effect of over 50% in size
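ADP (130 uM final) triggers the TbPYK reaction after compound addition; incubation is 45 min at room temperature. Kinase-Glo Plus is then added and luminescence imaged. Normalized data are fitted to concentration-effect curves.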
Starred values were filed as active, the others as inactive; [ ] = another dose, or the depositor's remark. % is set by controls: 0 for no effect and ±100 for the full control effect; potency is the fitted concentration of half-maximal effect.

item	Compound	Tb PYK inh
1	Cc1ccc(CNC(=O)CCCN2C(=O)CCn3nc(-c4cn(C)c5ccccc45)cc32)cc1	1%
2	CCOc1ccc(NC(=O)CN2C(=O)C3(SCC(=O)N3c3ccc(F)cc3)c3ccccc32)cc1 (stereo not given)	-12%
3	C#CCOc1ccc(C2C(C(=O)OC)=C(C)NC3=C2C(=O)c2ccccc23)cc1OCC (stereo not given)	-12%
4	CCOC(=O)c1cc(-c2ccccc2)n(CCC(=O)NCCc2ccc(OC)c(OC)c2)c1C	7%[15.4 µM]
5	COC(=O)Cc1c(C)c2ccc3c(c2oc1=O)CN(Cc1ccccc1Cl)CO3	3%
6	COc1ccc(-c2cc(C)no2)cc1S(=O)(=O)N1CCc2ccccc21	4%[15.4 µM]
7	CCOC(=O)C1CCCN(C(=O)C2CCN(c3nnc(C)c4c(C)n(-c5ccccc5)nc34)CC2)C1 (stereo not given)	3%
8	Cc1ccc2oc(-c3ccc(NC(=O)c4oc5ccc(Cl)cc5c4C)cc3)nc2c1	1%
9	O=C(Nc1ccc(F)cc1)c1oc2ccccc2c1NC(=O)C1CCCCC1	-9%
10	Cc1ccc(NC(=O)c2sc3nc(-c4ccc(F)cc4)ccc3c2N)cc1F	-8%
11	O=C(CS(=O)(=O)c1cccc2nsnc12)N1CCN(c2ccc(F)cc2)CC1	-1%
12	COc1ccc(-c2c(C)nn3c4c(cnc23)C(=O)CC(c2ccc(C)cc2)C4)cc1 (stereo not given)	3%
13	COc1cccc(Cn2c(=O)n(Cc3ccco3)c(=O)c3oc4ccccc4c32)c1	-9%
14	O=C(CSc1nc2c(c(=O)[nH]1)CCC2)Nc1cc(C(F)(F)F)ccc1Cl	4%
15	Cc1ccc(NC(=O)CSc2nc3ccc(NC(=O)COc4ccc(C)cc4)cc3s2)cc1	-6%
16	CCc1ccc(-n2c(SCc3ccccc3F)nc3[nH]ncc3c2=O)cc1	3%
17	COc1cc(NC(=O)c2c(C)oc3ncnc(N4CCCCC4)c23)cc(OC)c1	4%
18	COc1cc(Cl)c(C)cc1NC(=O)c1sc2nc3n(c(=O)c2c1C)CCCCC3	-2%
19	COc1ccc(NC(=O)c2cnc(Nc3ccc(C)c(Cl)c3)c3ccccc23)c(OC)c1	-1%
20	Cc1cc(Br)cc(C)c1OCC(=O)Nc1ccc(S(=O)(=O)Nc2ncccn2)cc1	-5%
21	COc1ccc(NC(=O)c2oc3c(c2C)-c2nn(Cc4c(F)cccc4Cl)cc2CC3)c(OC)c1	-5%
22	CC(=O)Nc1ccc(NC(=O)C2(c3cccs3)CCOCC2)cc1	-1%[15.4 µM]
23	Cc1ccc(Cl)cc1N1CCN(CCNC(=O)Nc2ccccc2Cl)CC1	5%
24	Cc1cccc(C(=O)N2CCC(N3CCN(Cc4ccc(F)cc4)C(=O)C3=O)CC2)c1	-1%
25	Cc1cccc(NC(=O)NC2COc3ccccc3C2)c1C (stereo not given)	-7%
26	NC1=NC(c2cccc(Cl)c2)n2c(nc3ccccc32)N1 (stereo not given)	-3%
27	COc1ccc(Cl)cc1NC(=O)CN(C)S(=O)(=O)c1ccc(Br)s1	-11%
28	Cc1nn(C)c(C)c1S(=O)(=O)N(CC(=O)N1CCN(c2ccccc2)CC1)c1ccc(C(C)C)cc1	0%
29	CCOCCc1nn2c(=O)cc(COC(=O)c3ccc(NC(=O)c4ccc(F)cc4)cc3)nc2s1	5%
30	CCC(C(=O)Nc1cc(Cl)ccc1OC)n1nc(-c2ccccc2)ccc1=O (stereo not given)	-3%
31	CC1Cc2cc(S(=O)(=O)NCCc3ccccc3)ccc2N1C(=O)C1CCC1 (stereo not given)	2%
32	COc1cc2c(cc1OC)C(COc1ccccc1OC)N(C(=O)COc1ccc(Cl)cc1)CC2 (stereo not given)	-3%
33	O=C(Cn1c(=O)oc2cc(Cl)ccc21)Nc1cccc(C(F)(F)F)c1	5%
34	O=c1cc(-c2ccccc2)nc(SCc2nc(-c3ccc(C(F)(F)F)cc3)no2)[nH]1	1%
35	O=C(Oc1ccccc1)N1CCC2(CCCN(c3ccccn3)C2)CC1	15%
36	O=C(Nc1ccc(F)cc1F)c1ccc(-c2ccccc2)s1	-15%
37	CCN1CCc2nc3sc(C(=O)Nc4ccccc4OC(F)(F)F)c(N)c3cc2C1	-10%
38	COc1ccccc1NC(=O)CSC1=Nc2ccccc2C2=NC(CC(=O)NCCc3ccccc3)C(=O)N12 (stereo not given)	-1%
39	Cc1ccc(Cn2c(C)c3cnn(CC(=O)O)c(=O)c3c2C)cc1	2%
40	Cc1ccc(-n2nc(C)c3c(C)cc(=O)n(CC(=O)Nc4ccc(Br)cc4F)c32)cc1	2%
41	CCCSc1ncc(Cl)c(C(=O)Nc2sc3c(c2C(=O)OC)CCCC3)n1	2%
42	O=C(Nc1ccc(F)cc1Cl)n1ncc2cc(Cl)ccc21	0%
43	CCOc1ccc(-c2nnc(SCC(=O)NCc3ccccc3Cl)o2)cc1	2%
44	COc1ccc(Cn2c(=O)c3ccccc3n3c(-c4cccc(OC)c4OC)nnc23)cc1	-7%
45	Clc1cccc(Nc2ncnc3c2nc2n3CCCCC2)c1	6%
46	COc1cccc(CNC(=O)c2cc3c(s2)-c2c(C)cccc2OC3)c1	0%
47	CCOc1ccc(-c2cc(CCCC(=O)NCCc3ccc(OCC)c(OCC)c3)no2)cc1	3%
48	O=C(C1CCC(CNS(=O)(=O)c2ccc(Br)s2)CC1)N1CCN(c2ccccc2Cl)CC1 (stereo not given)	3%
49	O=C(Cn1c(=O)n(CCCS(=O)(=O)C2CCCCC2)c(=O)c2ccccc21)Nc1ccccc1F	-1%
50	CCOC(=O)c1ccccc1NC(=O)Nc1cc2c(cc1N1CCCCC1)n(C)c(=O)n2C	-2%
51	O=C(Cc1ccccc1)Nc1nnc2n1CCS2	1%
52	CCOC(=O)C1CCN(C(=O)c2cnn(-c3ccc(F)cc3)c2-n2cccc2)CC1	-10%
53	CCn1cc2nc(SCc3ccccc3Cl)n(CCc3ccccc3)c(=O)c2n1	-1%
54	Cc1ccc(NC(=O)CSc2nc(-c3cccs3)cc(C(F)(F)F)n2)cc1C	-2%
55	COc1ccc(/C=C(\C#N)c2nc(-c3ccc(Cl)c(Cl)c3)cs2)cc1OC	2%
56	CCOc1ccccc1C(=O)Nc1ccc(S(=O)(=O)Nc2onc(C)c2C)cc1	-1%
57	O=C(NCCc1ccccc1)c1c[nH]c2ccc(S(=O)(=O)Nc3ccc(F)cc3F)cc2c1=O	0%
58	CCCCc1ccc(-n2nc3cc(Cl)c(NC(=O)c4ccc(OC)cc4)cc3n2)cc1	-14%
59	CCCCN(CCCC)CCNC(=O)Cn1nc(CC)n2c(cc3sccc32)c1=O	4%
60	COc1cc2c(cc1OC)C(COc1ccc3c(C)cc(=O)oc3c1)N(C(=O)c1cccc(OC)c1OC)CC2 (stereo not given)	0%

Going on with the list:
item	Compound	Tb PYK inh
61	N#Cc1ccccc1Cn1cnc2nc3c(cc2c1=O)CCCC3	1%
62	CN(C)c1ccc(CNC(=O)C2CCN(S(=O)(=O)c3ccc4c(ccn4C)c3)CC2)cc1	-3%
63	Cc1cc(F)ccc1NC1(c2ccccc2)C(=O)c2ccccc2C1=O	0%
64	Cc1ccc(C)c(NC(=O)Cn2ncc3c([nH]c4ccccc43)c2=O)c1	4%
65	O=C(Nc1ccc(F)c(F)c1)c1cc(S(=O)(=O)NC2CCCCCC2)ccc1F	0%
66	O=C(Nc1cccc(F)c1)N1CC2(CCNCC2)C1	-10%
67	Cn1c(=O)c(-c2cc(F)cc(F)c2)nc2cnc(Oc3cccc(Cl)c3)nc21	0%
68	CN(C)c1ccc(CNc2nc(-c3ccco3)nn2S(=O)(=O)c2ccc(Cl)cc2)cc1	-8%
69	CCc1ccc(S(=O)(=O)c2cn(C)c3cc(N4CCCC4)c(F)cc3c2=O)cc1	2%
70	COc1cc(-c2noc(-c3ccc(N4CCOCC4)c([N+](=O)[O-])c3)n2)cc(OC)c1OC	-1%
71	CCN(CC)CCOC(=O)c1ccc(N)cc1Cl	-1%
72	COc1ccc(N(C(=O)c2cccc(C)c2)S(=O)(=O)c2ccc(C)cc2)cc1	-4%
73	CC(C)NC(=O)N1CC[C@@]2(CCCNC2)C1	0%
74	CCCC(=O)Nc1nnc(SCc2cc(=O)c3cc(C)ccc3[nH]2)s1	-16%
75	CCN(CC)CCOc1ccc(Nc2ncc3cc(-c4c(Cl)cccc4Cl)c(=O)n(C)c3n2)cc1	4%
76	Cc1cc2oc(=O)c(CC(=O)O)c(C)c2c2occ(-c3ccccc3)c12	-8%
77	O=C(NCCc1ccccc1)c1ccc(CS(=O)(=O)Cc2ccccc2Cl)o1	-2%
78	COc1ccc(N2C(=O)CSC23C(=O)N(CC(=O)NCCc2ccccc2)c2ccccc23)cc1 (stereo not given)	-2%
79	O=C1C(=O)N(C2CCN(C(=O)c3ccc(Cl)cc3)CC2)CCN1Cc1ccc(F)cc1	-4%
80	COC(=O)c1ccc(NC(=O)CSc2n[nH]c(-c3ccccc3)n2)cc1	2%
81	CCOC(=O)c1cc(-c2ccccc2)n(CC(=O)NCc2ccccc2)c1C	6%[15.4 µM]
82	Cn1c(=O)n(C/C=C/c2ccccc2)c(=O)c2c1nc1n2CCN1c1ccc(F)cc1	6%
83	CCc1cccc(C)c1NC(=O)Cn1ccn(-c2cccc(OC)c2)c(=O)c1=O	-2%
84	COc1cccc(C(=O)NCC(c2ccc(N(C)C)cc2)N2CCc3ccccc32)c1OC (stereo not given)	-10%
85	CCCN1CCN(CCNC(=O)Nc2ccc(OC)cc2OC)CC1	-2%
86	Cc1ccc(OC(C)C(=O)NCC2(N3CCOCC3)CCCCC2)cc1C (stereo not given)	1%
87	CCCCN(CCCNC(=O)CN1N=C(c2ccccc2)CCC1=O)c1ccccc1	-5%
88	CCOC(=O)Cc1ccc(NC(=O)NCc2ccc3c(c2)CCN3C(=O)CC)cc1	-4%
89	COc1ccc(C(=O)Nc2c(C(=O)c3ccc(F)cc3)oc3ccccc23)cc1	-3%
90	CCOc1ccc(-c2nc(SCC(=O)c3ccccc3)n[nH]2)cc1	-17%
91	Cn1c(=O)c2c(c3ccccc31)OC(=O)CC2c1ccc(C(F)(F)F)cc1 (stereo not given)	9%
92	Cc1c(Cl)cccc1-n1ncc(C(=O)N2CCC(C)CC2)c1C1CCN(C(=O)OC(C)(C)C)CC1	-11%
93	COc1ccc(C)cc1NS(=O)(=O)c1ccc2[nH]c(=O)c(=O)[nH]c2c1	-2%
94	CCOc1ccc(NC(=O)Cn2cc(C(=O)c3ccc(C)c(C)c3)c(=O)c3cc(F)ccc32)cc1	4%
95	COC(=O)Cc1c(C)nc2nc(NCc3ccc(Br)cc3)[nH]n2c1=O	0%
96	Cc1ccc(Cn2c(=O)c3cccnc3n(Cc3ccc(C)cc3)c2=O)cc1	-4%
97	O=C(Nc1ccc(F)c(Cl)c1)C1CCN(c2ncccn2)CC1	-4%
98	COc1ccc(-c2cc(C(=O)NCCc3ccc(OC)c(OC)c3)c3c(-c4ccc(F)cc4)[nH]nc3n2)cc1	6%
99	Cc1cc(F)ccc1NC(=O)C1CCC(CNS(=O)(=O)c2ccc3c(c2)CCCC(=O)N3)CC1 (stereo not given)	0%
100	Cc1ccc(C)c(CN2C(=O)c3ccccc3S(=O)c3ccc(C(=O)N4CCN(c5ccccc5F)CC4)cc32)c1 (stereo not given)	2%
101	NC(=O)CSc1ncc2c(n1)-c1ccccc1N(Cc1ccc(F)cc1)S2(=O)=O	5%
102	COc1ccc(NC(=O)c2sc3nc(C)c(C(=O)Nc4ccc(C)cc4C)c(-c4ccc(Cl)cc4)c3c2N)cc1	-4%
103	COc1ccc(OC)c(NC(=O)Cn2c(=O)n(Cc3nc(C)no3)c(=O)c3ccccc32)c1	-3%
104	O=C(Nc1ccc(C(=O)N2CCN(c3ccc(F)cc3)CC2)cc1)c1nsc2ccccc12	-5%
105	Cc1ccc(-n2ncc3c(Nc4ccc5c(c4)OCCO5)ncnc32)cc1Cl	3%

Part of the list above, with each value named:
(95) COC(=O)Cc1c(C)nc2nc(NCc3ccc(Br)cc3)[nH]n2c1=O
- Tb PYK inh: 0%
(96) Cc1ccc(Cn2c(=O)c3cccnc3n(Cc3ccc(C)cc3)c2=O)cc1
- Tb PYK inh: -4%
(97) O=C(Nc1ccc(F)c(Cl)c1)C1CCN(c2ncccn2)CC1
- Tb PYK inh: -4%
(98) COc1ccc(-c2cc(C(=O)NCCc3ccc(OC)c(OC)c3)c3c(-c4ccc(F)cc4)[nH]nc3n2)cc1
- Tb PYK inh: 6%

Continuation:
item	Compound	Tb PYK inh
106	COc1ccc2c(c1)CC(NC(=O)Nc1ccc(Br)c(C)c1)CO2 (stereo not given)	-1%
107	O=C(Cn1c(-c2cccs2)cc2cc(Cl)ccc21)N1CCCCC1	-4%
108	Cc1cccc(OCC(=O)N(Cc2cccc(Cl)c2)Cc2ccco2)c1C	4%
109	COc1cccc(C(=O)N(Cc2sccc2C)C2CCS(=O)(=O)C2)c1 (stereo not given)	6%
110	COc1ccccc1CNC(=O)CSc1nc2nc(C)c(Cc3ccccc3Cl)c(C)n2n1	-2%
111	Cc1ccc(CNc2ncnc3ccc(-c4ccc(CO)o4)cc23)o1	1%
112	O=S(=O)(c1ccc(C2CCCCC2)cc1)N1CCN(c2cc(Cl)ccc2Cl)CC1	3%
113	Cc1ccc(NS(=O)(=O)c2ccc3nc(-c4ccccc4)[nH]c3c2)cc1Cl	-8%
114	CCN(CC)CCCNC(=O)c1ccc2c(=O)n(CCc3ccccc3)c(=O)[nH]c2c1	5%
115	CCc1ccc2c(c1)NC(c1cccnc1)=NC(c1ccc(C(C)(C)C)cc1)=N2	-5%

High-throughput results as filed in PubChem BioAssay.

These rows are one share of the data; the hit share may differ from the screen's.
